# Rhodamine fluor = compound autofluorescence in rhodamine spectral region; hit rate 0.05% among 59,000; Rhodamine-region fluorescence, 547/598 nm, Tris buffer; active compounds read high; max dye-equivalent concentration, M; in the data active means max dye-equivalent concentration above about 11 nM; inconclusive means between about 1.1 nM and that limit
#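 qHTS spectral profiling of compounds without any target or enzyme present, in pH 8.0 Tris buffer; plates were read after a 15-minute room-temperature incubation using the rhodamine-region filter set.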
# Texas Red fluor = compounds fluorescent in Texas Red spectral region; max dye-equivalent concentration, M; hit rate 0.06% among 59,000; Compound fluorescence, Texas Red channel, 547/618 nm; active compounds read high; AID 587; in the data active means max dye-equivalent concentration above about 10 nM; inconclusive means between about 1.1 nM and that limit
#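 Pin-transferred compounds and Texas Red standards go into 100 mM Tris buffer, pH 8.0. After 15 min at room temperature, plates are imaged with 547/618 nm filters. Each value is a dye-equivalent concentration derived from the per-plate dye curve.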
# FLuc inh = blocks Photinus pyralis firefly luciferase activity | hit rate 2.2% among 72,000 | Potency, µM (titrated, usually from 57.1 µM), without a hit: top-dose activity change, negative = inhibition, hits mostly inhibitors | purified firefly luciferase, luminescence, 8 min | P08659; further: potency means the concentration at half of the fitted maximal effect; on the % scale 0 is the no-effect control and ±100 the full control effect; nearly all actives have a fitted effect of over 40% in size
#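 Compounds were tested as concentration series (qHTS) against purified P. pyralis luciferase with luciferin and 10 uM ATP in 50 mM imidazole pH 7.2, 50 mM KCl, 7 mM MgCl2, 0.01% Tween 20, 0.05% BSA. Luminescence was read after 8 min at ambient temperature.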
# Caspase-1 inhib = blocks human caspase-1 allosterically or competitively | Caspase-1 enzyme, Ac-WEHD-AFC fluorogenic rate | Potency, µM (top dose mostly 57.5 µM), for inactives: top-dose activity change, negative = inhibition, most hits filed as inhibitors | hit rate 0.03% among 75,000 | AID 900;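 further: potency means the concentration at half of the fitted maximal effect; plate controls were vehicle for no effect and no substrate for full effect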
# ERK AVP block = blocks ERK signaling stimulated by vasopressin; HEK293-V1b, vasopressin-stimulated pERK AlphaScreen; Potency, µM (top dose mostly 57.5 µM), for the others: at the top dose activity, negative = inhibition, usual class: inhibitors; hit rate 0.99% among 72,000; further: potency means the concentration at half of the fitted maximal effect; on the % scale 0 is the no-effect control and ±100 the full control effect; nearly all actives have a fitted effect of over 55% in size
#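 qHTS, compounds titrated on V1b-expressing HEK293 cells. Preincubation 30 min at 37C, vasopressin 25 nM for 5 min, lysis 10 min, bead incubation 5 hr at room temperature.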
# Tau filament bind = binders of human tau filaments; recombinant tau filaments, thioflavin S fluorescence, 15 h; filaments grown with octadecylsulfate alongside compound; Potency, µM (doses to about 57.1 µM), for inactives: at the top dose activity change, negative = inhibition; hit rate 2% among 71,000; AID 596;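 further: potency means the concentration at half of the fitted maximal effect; on the % scale 0 is the no-effect control and ±100 the full control effect; actives lower thioflavin S fluorescence by blocking filaments or displacing dye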
# Target sequence (P10636 whole entry, looked up): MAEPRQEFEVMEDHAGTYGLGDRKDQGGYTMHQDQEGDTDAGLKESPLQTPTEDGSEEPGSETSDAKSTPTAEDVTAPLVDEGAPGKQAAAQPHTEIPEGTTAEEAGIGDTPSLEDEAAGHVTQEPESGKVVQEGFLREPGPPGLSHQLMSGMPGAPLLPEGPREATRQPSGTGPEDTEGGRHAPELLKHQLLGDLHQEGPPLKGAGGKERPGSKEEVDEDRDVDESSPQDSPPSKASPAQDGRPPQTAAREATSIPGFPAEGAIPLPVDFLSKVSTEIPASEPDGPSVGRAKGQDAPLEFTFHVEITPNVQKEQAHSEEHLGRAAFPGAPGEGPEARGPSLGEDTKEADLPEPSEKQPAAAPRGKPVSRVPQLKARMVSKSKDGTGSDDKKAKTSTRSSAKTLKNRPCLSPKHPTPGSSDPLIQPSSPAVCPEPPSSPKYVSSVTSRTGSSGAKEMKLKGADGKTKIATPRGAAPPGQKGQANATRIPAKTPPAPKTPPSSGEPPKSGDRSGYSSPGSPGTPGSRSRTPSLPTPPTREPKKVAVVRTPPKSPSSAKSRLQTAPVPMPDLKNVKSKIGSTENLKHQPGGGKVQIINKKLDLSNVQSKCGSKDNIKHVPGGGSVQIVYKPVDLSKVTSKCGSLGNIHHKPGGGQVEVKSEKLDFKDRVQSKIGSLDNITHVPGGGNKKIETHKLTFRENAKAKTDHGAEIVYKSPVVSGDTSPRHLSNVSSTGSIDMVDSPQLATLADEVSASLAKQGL
#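 Recombinant tau protein (human, 1 uM final) plus 30 uM ODS in HEPES pH 7.4 with NaCl, DTT and thioflavine S. Compound present from the start; fluorescence at 510 nm after 15 h, 37 C.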
# Casp7 inh = caspase-7 (human) inhibition, allosteric or competitive; hit rate 0.02% among 75,000; Potency, µM (top dose mostly 57.5 µM), for the others: at the top dose activity change, negative = inhibition, most hits filed as inhibitors; recombinant caspase-7, Ac-DEVD-AFC fluorescence rate; active means well fitted inhibition curve with a large enough effect in the main read-out, with a control signal flat, not every such curve was filed as active; inconclusive means small, poorly fitted or top-dose-only effect, or a change in a side signal; further: potency means the concentration at half of the fitted maximal effect; % of control where 0% means no effect
# Target sequence (P55210 24-198 limits assumed): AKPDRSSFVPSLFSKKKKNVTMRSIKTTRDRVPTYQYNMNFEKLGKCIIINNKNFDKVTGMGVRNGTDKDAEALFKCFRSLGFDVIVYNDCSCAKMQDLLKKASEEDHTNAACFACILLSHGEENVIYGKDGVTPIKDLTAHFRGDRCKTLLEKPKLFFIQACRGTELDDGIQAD
# Target sequence (P55210 207-303 limits assumed): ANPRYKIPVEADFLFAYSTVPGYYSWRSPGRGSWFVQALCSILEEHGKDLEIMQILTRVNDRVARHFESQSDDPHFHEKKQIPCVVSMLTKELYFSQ
# Fluorescein fluor = fluorescein region autofluorescence. max fluorescein-equivalent concentration, M. Compound autofluorescence, 480/540 nm, fluorescein-equivalent; active compounds read high. hit rate 0.91% among 59,000. AID 593; in the data active means max fluorescein-equivalent concentration above about 10 nM; inconclusive means between about 1.1 nM and that limit
#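 Autofluorescence profiling; 100 mM Tris, pH 8.0; incubation 15 min at RT; ex/em 480/540 nm; result as fluorescein-equivalent concentration.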
# HADH2 inh = blocks human hydroxyacyl-CoA dehydrogenase type II. Q99714. recombinant HADH2, NADH fluorescence, beta-hydroxybutyryl-CoA. Potency, µM (highest dose often 57.1 µM), without a hit: top-dose activity change, negative = inhibition, actives largely listed as inhibitors. hit rate 3.4% among 73,000. AID 886; further: potency means the concentration at half of the fitted maximal effect; on the % scale 0 is the no-effect control and ±100 the full control effect; nearly all actives have a fitted effect of over 60% in size; many of its hits are not listed in these tables
#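 E. coli-expressed His-tagged HADH2 tested at 20 nM in alkaline Tris buffer (pH 9.0); oxidation of 90 uM beta-hydroxybutyryl-CoA with 1 mM NAD+ tracked fluorimetrically for 4 min.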
# HEK293 cAMP ctrl = raises cAMP in parental HEK293 cells, TSHR agonist counter-screen; parental HEK293 CNG cAMP sensor, membrane potential fluorescence; Potency, µM (titrated, usually from 57.1 µM), for inactives: at the top dose activation, most hits filed as activators; hit rate 2.5% among 73,000; AID 938; further: potency means the concentration at half of the fitted maximal effect; % of control where 0% means no effect; nearly all actives have a fitted effect of over 55% in size
#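 Counterscreen for endogenous-receptor signalling: CNG-channel HEK 293 cells report cAMP rise by membrane depolarization. After 60 min dye equilibration with 100 uM RO 20-1724, compounds incubated 30 min before bottom-read fluorescence at 590 nm.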
# USP2a inh = USP2a (human) protease inhibition | O75604 | USP2a enzymatic assay, qHTS inhibition | Potency, µM (doses to about 38.3 µM), without a hit: top-dose activity change, negative = inhibition, hits mostly inhibitors | hit rate 0.1% among 60,000 | AID 927;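 further: potency means the concentration at half of the fitted maximal effect; nearly all actives have a fitted effect of over 60% in size; plate controls were DMSO for no effect and NEM full inhibition control for full effect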
#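 USP2 core (20 nM final) was preincubated with compound for 30 min at RT in 20 mM Tris-HCl pH 8.0, 2 mM CaCl2, 2 mM beta-mercaptoethanol; Ub-PLA2 (20 nM) plus NBD C6-HPC (20 uM) then added, fluorescence read after 2.5 h.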
# * = called active by the depositor; i = inactive; ? = inconclusive; nt = no result given; [ ] = dose if it differs, or a comment. Unless noted, the call rests on the fitted dose curve; in most records, active means well fitted curve in the direction sought with a large enough effect; inconclusive means small, poorly fitted or top-dose-only effect, or another doubt; inactive means no such curve, though single readings can be large; an effect the other way counts as inactive or inconclusive. These rows are one share of the data; count on the stated rates, not on these rows.
entry	Structure	Rhodamine fluor	Texas Red fluor	FLuc inh	Caspase-1 inhib	ERK AVP block	Tau filament bind
1	COc1ccc(NC(=O)Cn2nnc(C(=O)NCc3ccccc3OC)c2N)cc1Cl	i	i	3%	2%	8%	112%
2	COc1ccc(NC(=O)CC2C(=O)N(c3ccc(OC)cc3)C(=O)N2CCN2CCN(C)CC2)cc1 (configuration not stated)	i	i	-1%	-1%	-9%	-7%
3	CC(C)CN1CCC2(CC1)CCN(C(=O)c1cccn1C)CC2	i	i	3%[11.4 µM]	-4%	15%	1%
4	CC1(C)c2ccccc2N2CCC(=O)NC21/C=C/c1ccco1 (configuration not stated)	i	i	-3%	?	-21%	?
5	O=C(/C=N/O)Nc1ccc(F)cc1	i	?	0%	1%	0%	2%
6	c1cn(C23CC4CC(CC(C4)C2)C3)cn1	i	?	2%	-1%	-14%	1%
7	CCOC(=O)/C(C#N)=C1/C=Cc2ccccc2N1CC	nt	nt	0%	-5%	?	16µM*
8	CCOC(=O)N1CCC(NC(=O)C(CC(C)C)NC(=O)C2CCCCC2)CC1 (configuration not stated)	i	i	0%	-2%	12%	4%
9	CC1CCCN(C(=O)C2CCN(S(=O)(=O)c3cccc4cccnc34)CC2)C1 (configuration not stated)	nt	nt	1%	-1%	-12%	-8%
10	COc1ccc(CCN2C(=O)CC(N3CCN(c4ccccn4)CC3)C2=O)cc1OC (configuration not stated)	i	i	3%	-1%	-8%	6%

entry	Casp7 inh	Fluorescein fluor	HADH2 inh	HEK293 cAMP ctrl	USP2a inh
1	-1%	i	6%	2%	2%
2	0%	i	10%	1%	2%
3	0%	i	-7%	11%	-3%
4	-26%	?	-8%	17%	23%
5	0%	i	3%	1%	0%
6	-2%	i	5%	3%	3%
7	-4%	nt	-7%	-3%	-1%
8	3%	i	8%	11%	-2%
9	-2%	nt	-1%	8%	nt
10	0%	i	7%	3%	6%

# More entries
entry	Structure	Rhodamine fluor	Texas Red fluor	FLuc inh	Caspase-1 inhib	ERK AVP block	Tau filament bind
11	O=C1CCCC=C1[C@@H](O)COCc1ccccc1	nt	nt	0%[11.4 µM]	-2%[11.5 µM]	7%[11.5 µM]	nt
12	CCCNC(=O)c1cc(S(=O)(=O)N2CCc3ccccc32)ccc1F	i	?	1%	-2%	-2%	3%
13	CCC(c1nnnn1CS(=O)(=O)c1ccc(C)cc1)N1CCN(c2nc3ccccc3s2)CC1 (configuration not stated)	i	i	-1%	-2%	-18%	28%
14	CCOc1ccc(N(CC(=O)Nc2ccc3c(c2)OCCO3)S(=O)(=O)c2c(C)noc2C)cc1	nt	nt	0%	-2%	-6%	136%
15	Cc1cc(N2C(=O)CC(N3CCN(C(c4ccccc4)c4ccccc4)CC3)C2=O)no1 (configuration not stated)	i	i	0%	-4%	-24%	1%
16	COCCN(Cc1cc2cc3c(cc2[nH]c1=O)OCO3)C(=O)c1cccs1	i	i	-3%	1%	-6%	-7%
17	NC(Cc1ccccc1)(C(=O)O)C(=O)O	i	i	2%[11.4 µM]	-2%[11.5 µM]	5%[11.5 µM]	5%[11.4 µM]
18	CCC1CCC2(CC1)NC(CO)(CO)CO2 (configuration not stated)	i	i	-2%	-1%	26%	4%
19	Cc1ccc(/C=N/n2c(C)nnc2C)s1	i	?	-2%	3%	1%	-1%
20	O=C(c1cc(-c2ccc(Cl)c(Cl)c2)on1)N1CCCC1	nt	nt	-4%	2%	-6%	76%

entry	Casp7 inh	Fluorescein fluor	HADH2 inh	HEK293 cAMP ctrl	USP2a inh
11	1%[11.5 µM]	nt	1%[11.4 µM]	7%[11.4 µM]	nt
12	0%	i	-3%	17%	2%
13	-3%	i	1%	27%	213%[activator]
14	-5%	nt	8%	-4%	nt
15	-4%	i	-6%	2%	36%[activator]
16	-3%	?	?	6%	7%
17	0%[11.5 µM]	i	6%[11.4 µM]	9%[11.4 µM]	nt
18	1%	i	4%	6%	-4%
19	-2%	i	0%	-2%	-3%
20	-3%	nt	-9%	0%	nt

# The list continues:
entry	Structure	Rhodamine fluor	Texas Red fluor	FLuc inh	Caspase-1 inhib	ERK AVP block	Tau filament bind
21	COC(=O)N1CCC2(CCCN(c3ncccn3)C2)CC1	i	i	0%[11.4 µM]	-1%	-27%	6%
22	CCc1cc2c(NCCC(=O)O)ncnc2s1	i	i	4%	-1%	-25%	12%
23	Cc1ccc2cccc(OCC(=O)NCc3ccco3)c2n1	i	i	5%	1%	-16%	5%
24	C[C@@H](CSC(=N)N)C(N)=O	i	?	3%[11.4 µM]	-1%[11.5 µM]	3%[11.5 µM]	-3%[11.4 µM]
25	Cn1c(SCc2ccccc2)nnc1-c1ccc2c(c1)OCO2	i	i	-5%	-2%	-7%	12%
26	CCOc1ccc2nc(SC(C)C(N)=O)[nH]c2c1 (configuration not stated)	i	i	-2%	1%	-5%	-17%
27	CCc1nc(SCc2cccnc2)c2c(=O)n(C)c(=O)n(C)c2n1	nt	nt	2%	0%	nt	6%
28	O=C(Nc1ccc(N2CCCCC2)c(Cl)c1)c1cccnc1	i	?	?	-2%	3%	-3%
29	COC(=O)c1ccc(C2c3c(oc4ccc(F)cc4c3=O)C(=O)N2CCO)cc1 (configuration not stated)	i	i	-3%	3%	-9%	-14%
30	CC(=O)N1CC2(CC(=O)OC(C)C)CN(C(C)=O)CC(CC(=O)OC(C)C)(C1)C2=O	i	i	0%	1%	7%	-4%

entry	Casp7 inh	Fluorescein fluor	HADH2 inh	HEK293 cAMP ctrl	USP2a inh
21	-2%	i	1%	5%	-3%
22	-4%	i	3%	-7%	-1%
23	-1%	?	6%	11%	12%
24	1%[11.5 µM]	i	-4%[11.4 µM]	5%[11.4 µM]	nt
25	-2%	i	3%	25%	-6%
26	-1%	?	1%	-2%	1%
27	-4%	nt	-1%	2%	nt
28	5%	?	0%	-3%	5%
29	-4%	i	-9%	-2%	1%
30	0%	i	2%	5%	0%

# Structures above printed as active in Tau filament bind.
cpd	SMILES	Rhodamine fluor	Texas Red fluor	FLuc inh	Caspase-1 inhib	ERK AVP block	Tau filament bind	Casp7 inh	Fluorescein fluor	HADH2 inh	USP2a inh
7	CCOC(=O)/C(C#N)=C1/C=Cc2ccccc2N1CC	nt	nt	0%	-5%	?	16µM*	-4%	nt	-7%	-1%

# A second format for 2 compounds above:
5) O=C(/C=N/O)Nc1ccc(F)cc1
  Rhodamine fluor: i | Texas Red fluor: ? | FLuc inh: 0% | Caspase-1 inhib: 1% | ERK AVP block: 0% | Tau filament bind: 2% | Casp7 inh: 0% | Fluorescein fluor: i | HADH2 inh: 3% | HEK293 cAMP ctrl: 1% | USP2a inh: 0%

2) COc1ccc(NC(=O)CC2C(=O)N(c3ccc(OC)cc3)C(=O)N2CCN2CCN(C)CC2)cc1 (configuration not stated)
  Rhodamine fluor: i | Texas Red fluor: i | FLuc inh: -1% | Caspase-1 inhib: -1% | ERK AVP block: -9% | Tau filament bind: -7% | Casp7 inh: 0% | Fluorescein fluor: i | HADH2 inh: 10% | HEK293 cAMP ctrl: 1% | USP2a inh: 2%

# (cont.)
entry	Structure	Rhodamine fluor	Texas Red fluor	FLuc inh	Caspase-1 inhib	ERK AVP block	Tau filament bind
31	COc1cccc(Cn2c(=O)c(-c3cc(F)cc(F)c3)nc3cncnc32)c1	i	i	1%[11.4 µM]	-13%	?	13µM*
32	O=C(Cn1c(=O)c2c(ncn2C2CCCC2)n(Cc2ccccc2)c1=O)N1CCc2ccccc21	i	i	-2%	3%	-30%	54%
33	CN1C(=O)C(CC(=O)N2CCN(C(c3ccccc3)c3ccccc3)CC2)N(C)C1=O (configuration not stated)	i	i	0%	-1%	-1%	5%
34	Cc1cc(S(=O)(=O)NC2CCCC2)ccc1F	i	i	-14%	-1%	-22%	-1%
35	COCC(=O)N(Cc1cc2cc(OC)ccc2[nH]c1=O)c1ccc(C)cc1	i	i	2%	-6%	0%	8%
36	CCOC(=O)c1c(C)c(-c2ccccc2)n(CC(=O)N2CCN(C)CC2)c1C	nt	nt	0%	-5%	-16%	-4%
37	Cc1cc(S(=O)(=O)N(Cc2ccccn2)Cc2ccco2)ccc1-n1cnnn1	i	?	1%	1%	-2%	-6%
38	C/C(N)=C(/C#N)C(=O)CSc1nnnn1-c1ccc(C)cc1	i	i	0%	-1%	-13%	-10%

entry	Casp7 inh	Fluorescein fluor	HADH2 inh	HEK293 cAMP ctrl	USP2a inh
31	-20%	i	-10%	-30%[inhibitor]	170%[activator]
32	1%	?	22%	7%	47%[activator]
33	-1%	i	1%	6%	7%
34	-1%	i	-6%	27%	-5%
35	-4%	i	-10%	9%	13%
36	-3%	nt	9%	11%	nt
37	0%	?	2%	-5%	5%
38	-4%	i	-9%	?	25%

# Compound activity (PubChem)
